RGS4 inhibitor – blocks human RGS4-accelerated GTP hydrolysis; 390,000 compounds, 0.039% hits; P49798; AID 504845; Potency, µM (top dose mostly 114 µM), for the others: at the highest dose activity change, negative = inhibition, actives largely listed as inhibitors; Transcreener GDP fluorescence polarization, RGS4-accelerated GTP hydrolysis; note: % is set by controls: 0 for no effect and ±100 for the full control effect; nearly all actives have a fitted effect of over 75% in size; some results filed as inactive show a strong effect at the top dose
Target sequence (P49798 whole entry, looked up): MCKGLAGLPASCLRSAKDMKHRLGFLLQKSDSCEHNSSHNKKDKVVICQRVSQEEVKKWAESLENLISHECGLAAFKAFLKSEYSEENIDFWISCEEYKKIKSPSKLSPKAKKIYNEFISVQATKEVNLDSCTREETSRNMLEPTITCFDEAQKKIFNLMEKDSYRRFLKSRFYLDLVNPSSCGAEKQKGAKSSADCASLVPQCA
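MLSMR compounds (23 nl, pin-transferred) preincubated 10 min at room temperature with a 500nM (2x) first reagent, then RGS4 at 900nM (2x) plus Transcreener GDP mix added; fluorescence polarization (620/688 nm) read before and after 90 min at 30 °C.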
Vif-A3G inh – Vif-A3G binding inhibition; Potency, µM (doses to about 46.1 µM), for the others: at the top dose activity, negative = active, hits mostly inhibitors; 410,000 compounds, 0.076% hits; HeLa A3G-eYFP + Vif (tagged APOBEC3G with the HIV-1 protein that degrades it), YFP fluorescence, overnight;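 note: % is set by controls: 0 for no effect and ±100 for the full control effect; nearly all actives have a fitted effect of over 60% in size; hits raise eYFP signal because A3G escapes Vif-driven loss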
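Read-out is eYFP fluorescence (Ex 488/Em 500-530) from Vif-expressing HeLa A3G-eYFP cells; more signal means A3G escaped Vif-mediated degradation. Cells plated overnight, compound pinned in, incubated overnight at 37 deg C.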
RXFP1 ag – activates the human relaxin receptor RXFP1 | Q9HBX9 | HEK293T-RXFP1 cAMP TR-FRET, 30 min; response scale: percent of porcine relaxin response, buffer zero | Potency, µM (top dose mostly 57.5 µM), for the others: at the highest dose activation, usual class: activators | 370,000 compounds, 0.3% hits | AID 2676; note: % is set by controls: 0 for no effect and ±100 for the full control effect; nearly all actives have a fitted effect of over 60% in size; many of its hits are not listed in these tables
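HEK293T cells stably expressing RXFP1 were pretreated with the PDE4 inhibitor Ro 20174, exposed to compounds for 30 min at 37C, lysed, and cAMP was read by TR-FRET. Data normalized to buffer (basal) and 29 nM porcine relaxin (100%).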
12-LOX inh – ALOX12 (human) lipoxygenase inhibition; 580,000 compounds, 1.1% hits; P18054; Potency, µM (highest dose often 108 µM), for inactives: at the top dose activity change, negative = inhibition, actives largely listed as inhibitors; purified 12hLO, xylenol orange hydroperoxide absorbance; note: % is set by controls: 0 for no effect and ±100 for the full control effect
Target sequence (P18054 whole entry, looked up): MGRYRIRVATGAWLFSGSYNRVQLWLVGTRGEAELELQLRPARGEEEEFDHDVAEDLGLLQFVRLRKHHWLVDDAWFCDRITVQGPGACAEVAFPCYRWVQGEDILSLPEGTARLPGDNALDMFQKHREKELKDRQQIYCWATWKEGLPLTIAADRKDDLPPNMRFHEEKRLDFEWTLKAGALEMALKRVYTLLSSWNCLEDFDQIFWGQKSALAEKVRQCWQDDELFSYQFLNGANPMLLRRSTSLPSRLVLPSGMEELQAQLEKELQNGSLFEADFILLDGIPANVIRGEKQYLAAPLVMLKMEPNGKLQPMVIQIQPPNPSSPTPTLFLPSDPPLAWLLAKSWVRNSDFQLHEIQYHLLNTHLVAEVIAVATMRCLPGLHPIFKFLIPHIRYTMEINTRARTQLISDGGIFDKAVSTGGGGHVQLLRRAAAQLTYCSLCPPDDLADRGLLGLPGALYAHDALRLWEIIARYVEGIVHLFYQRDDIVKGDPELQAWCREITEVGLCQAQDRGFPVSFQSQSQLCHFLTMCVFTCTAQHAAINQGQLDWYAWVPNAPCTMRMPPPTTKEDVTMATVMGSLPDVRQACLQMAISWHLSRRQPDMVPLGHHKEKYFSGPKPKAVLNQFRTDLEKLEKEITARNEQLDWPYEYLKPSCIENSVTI
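Purified human 12hLO (150 nM final) in 25 mM Hepes, 0.01% Triton X-100, pH 7.0 was preincubated 15 min at room temperature with compound. Then 40 uM arachidonic acid was added, 30 min. Hydroperoxide was read by Fe-XO absorbance ratio 573/405 nm.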
USP1-UAF1 inh – blocks the human USP1/UAF1 deubiquitinase complex. AID 743255. recombinant USP1/UAF1, Ub-Rhodamine cleavage fluorescence. 390,000 compounds, 0.23% hits. O94782. Potency, µM (highest dose often 57.1 µM), without a hit: top-dose activity change, negative = inhibition, usual class: inhibitors; note: % is set by controls: 0 for no effect and ±100 for the full control effect; nearly all actives have a fitted effect of over 60% in size; inactives centre near -12
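1 nM enzyme complex + cpd, 15 min RT; start with Ub-Rho 150nM final; kinetic fluorescence ex 480/em 540, 6 reads q60 s. Buffer 50mM HEPES pH 7.8, 0.5mM EDTA, 0.1 mg/ml BSA, 1mM TCEP, 0.01% Tween-20.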
Vif-A3F inh – Vif-A3F binding inhibition. 390,000 compounds, 0.2% hits. Potency, µM (highest dose often 46.1 µM), for the others: top-dose activity, negative = active. HeLa A3F-eYFP + Vif (tagged APOBEC3F with the HIV-1 protein that degrades it), YFP fluorescence increase. AID 602313; note: % of control where 0% means no effect; nearly all actives have a fitted effect of over 65% in size
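HeLa cells stably expressing Vif plus C-terminally eYFP-tagged A3F were seeded, incubated overnight at 37 deg C, dosed with compound, incubated overnight again at 37 deg C. Yellow fluorescence (Ex 488/Em 500-530) reported blocked Vif-mediated A3F-eYFP degradation.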
mIDH1 inhibitor – blocks human mutant IDH1 R132H enzyme. AID 602179. 390,000 compounds, 0.093% hits. IDH1-R132H enzyme, NADPH consumption, diaphorase/resazurin fluorescence. Potency, µM (doses to about 76.6 µM), inactives show at the top dose activity change, negative = inhibition, usual class: inhibitors. O75874; note: % is set by controls: 0 for no effect and ±100 for the full control effect; nearly all actives have a fitted effect of over 65% in size
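IDH1-R132H (0.5 ug/mL dispensed) in pH 7.5 Tris buffer was preincubated 30 min with compound, then given a substrate mix of 0.016 mM NADPH and 2 mM alpha-KG for 80 min at room temperature; remaining NADPH was read by diaphorase/resazurin fluorescence.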
rTrxR1 inhibitor – inhibitors of rat thioredoxin reductase 1 | O89049 | recombinant rTrxR1, NADPH fluorescence consumption, selenite substrate | Potency, µM (series often up to 114 µM), for the others: top-dose activity change, negative = inhibition, hits mostly inhibitors | 390,000 compounds, 1% hits | AID 588453; note: % is set by controls: 0 for no effect and ±100 for the full control effect; nearly all actives have a fitted effect of over 65% in size
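Rat TrxR1 (90 nM in the dispensed reagent) was pre-reduced with 400 uM NADPH for 5 min at room temperature, then incubated with compound for 15 min. After 400 uM selenite was added, NADPH fluorescence (Ex 340/Em 450 nm) was followed for 8 min.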
TrxR1 substrate – rat thioredoxin reductase 1 substrate activity. O89049. purified TrxR1 substrate turnover, NADPH consumption readout. Potency, µM (titrated, usually from 114 µM), without a hit: top-dose activity change, negative = substrate turnover. 390,000 compounds, 0.01% hits; note: % is set by controls: 0 for no effect and ±100 for the full control effect; nearly all actives have a fitted effect of over 50% in size
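Rat TrxR1, dispensed at 90 nM, was prereduced with 400 uM NADPH (final) for 5 min at ~22 deg C, then incubated with compound 15 min before 400 uM selenite. A first-read NADPH fluorescence drop versus no-compound background flagged substrates.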
Numbers without * were called inactive; u = inconclusive; x = not tested or not shown; & = joins results of further samples; [ ] = dose if it differs, or a comment. Calls come from the whole dose curve; as a rule, active = well fitted curve in the direction sought with a large enough effect; inconclusive = small, poorly fitted or top-dose-only effect, or another doubt; inactive = no such curve, though single readings can be large; an effect the other way counts as inactive or inconclusive. Potency is the fitted concentration of half-maximal effect. An excerpt; count on the stated rates, not on these rows.

Each structure is followed by: RGS4 inhibitor | Vif-A3G inh | RXFP1 ag | 12-LOX inh | USP1-UAF1 inh | Vif-A3F inh | mIDH1 inhibitor | rTrxR1 inhibitor | TrxR1 substrate
COC(=O)CN(C)C1CC(=O)N(c2ccc(Cl)cc2)C1=O (stereo not given)
    u | 3% | 2.0% | 0% | -22% | 4% | 7% | 35µM* | -1%
COc1ccc(-c2oc3ccccc3c2C(=O)OCc2ccc(O)cc2)cc1
    -12% | -17% | 4.7% | -5% | -28% | 4% | 10% | 353%[activator] | 352%[activator]
O=C(O)c1ccc(Cl)c(S(=O)(=O)Nc2ccc(OCc3ccccc3)cc2)c1
    -13% | 4% | 0.2% | -10% | -9% | -8% | -24% | -1% | 3%
COc1cc(OC)c(C2=Nc3ccc(Br)cc3C(c3ccccc3)N2CC(=O)NN)cc1OC (stereo not given)
    -24% | 8% | -0.5% | -2% | -22% | -5% | -16% | 3% | -3%
Cc1cccc(CN(C)C[C@@H]2OCc3cnnn3CCCC(=O)N([C@@H](C)CO)C[C@H]2C)c1
    x | -1% | x | 28% | -20% | 4% | -2% | x | x
C[C@H](O)[C@@H]1C(=O)N2CCc3ccc(-c4cccc(F)c4)cc3[C@@H]2C[C@@H]1N(C)C(=O)Nc1ccccc1
    -20% | -2% | x | -11% | -25% | 3% | 3%[38.3 µM] | 6% | 0%
COc1cc(/C=C/C(=O)OCC(=O)Nc2cc(C(F)(F)F)ccc2N2CCOCC2)ccc1O
    -14% | -6% | 0.1% | -25% | -21% | 2% | -1% | -23% | -2%
COc1ccc(/C=N/NC(=S)NCC2CCCO2)cc1 (stereo not given)
    1% | 0% | 3.5% | u | -17% | u | 7% | 0%[57.1 µM] | -8%
COc1ccc(CCNC(=O)c2ccc(Cl)cc2Cl)cc1OC
    1% | 4% | -2.4% | -5% | -13% | -2% | 0% | 17% | 1%
COc1ccc(N2CCN(C(=O)c3ccc(N(C)S(=O)(=O)c4ccc(C)cc4)cc3)CC2)cc1
    -4% | 3% | -1.5% | -15% | -10% | 7% | -1% | 10%[57.1 µM] | -6%

(more compounds)
Each structure is followed by: RGS4 inhibitor | Vif-A3G inh | RXFP1 ag | 12-LOX inh | USP1-UAF1 inh | Vif-A3F inh | mIDH1 inhibitor | rTrxR1 inhibitor | TrxR1 substrate
O=C(NCC1(N2CCCCC2)CCCCC1)c1cccc(S(=O)(=O)Nc2ccc(F)cc2)c1
    23% | 6% | 0.5% | u | -10% | -3% | 16% | 25% | 5%
CCOC(=O)c1ccc(-n2cncn2)nc1
    -3% | 0% | -1.7% | 0% | 5% | 6% | 0% | -4%[57.1 µM] | 1%
O=C(O)c1ccccc1-c1cn2cc(Cl)ccc2n1
    0% | -5% | 2.1% | u | -15% | -19% | 12% | 18%[11.4 µM] | 11%[11.4 µM]
Cc1cccc(OCC(=O)Nc2cccc3nsnc23)c1
    -10% | -5% | 2.3% | 2% | -9% | -1% | 6% | 31% | 45%[activator]
C=C(C)Cn1c(CCn2c3ccccc3c3ccccc32)n[nH]c1=S
    -9% | -7% | -0.5% | u | u | -10% | 3% | -20%[11.4 µM] | -5%[11.4 µM]
COc1cccc(N=C2CC(C)(C)CC(=O)/C2=C(/O)c2ccccc2)c1
    -17% | 1% | 2.8% | -8% | -15% | -1% | 6% | 32%[57.1 µM] | -8%[57.1 µM]
CC1Cc2ccccc2N1S(=O)(=O)c1cccc(C(=O)OCC(=O)N2CCOCC2)c1 (stereo not given)
    -11% | 1% | x | -7% | -4% | 7% | -9% | 15% | 0%
Cc1ccc(O)c(-c2cc(C(=O)Nc3ccc(S(=O)(=O)Nc4nccc(C)n4)cc3)[nH]n2)c1
    0% | -5% | 0.0% | 0% | -18% | 3% | 1% | -2% | -1%
Cc1ccc(NC(=O)C(c2ccc(Cl)cc2)N2CCOCC2)cc1 (stereo not given)
    4%[11.4 µM] | -1% | -0.4% | -14% | -20% | 2% | 11% | 9% | 7%
CN(CC(=O)Nc1ccccc1Br)C(=O)CCc1ccccc1
    8% | 1% | 0.8% | 5% | -3% | -12% | 7% | 15% | 3%

Going on with the list.
Each structure is followed by: RGS4 inhibitor | Vif-A3G inh | RXFP1 ag | 12-LOX inh | USP1-UAF1 inh | Vif-A3F inh | mIDH1 inhibitor | rTrxR1 inhibitor | TrxR1 substrate
Cc1ccc2c(c1)c(=O)c(C(=O)c1ccc3c(c1)OCO3)cn2Cc1ccc(Cl)cc1
    11% | -4% | 0.2% | -4% | 11% | -1% | -15% | -2% | -6%
O=C(N/N=C/c1cccc([N+](=O)[O-])c1)c1cc[n+](CCO)cc1
    6% | 1% | 5.4% | 5% | -12% | -4% | 1% | 0% | -11%
CC(=O)c1ccc(N2CCN(C(=O)Cn3cnc(S(=O)(=O)N4CCCCC4)c3)CC2)cc1
    -48%[56.9 µM] | 6% | 1.9% | 9% | -21% | 3% | -7% | 3% | -7%
Cc1ccc2c(c1)N(CCCC(=O)NCC1COc3ccccc3O1)C(=O)CO2 (stereo not given)
    12% | 1% | 0.1% | 19% | 1% | 3% | 1% | 12%[57.1 µM] | -11%
Cc1ccc(S(=O)(=O)CCC(=O)N(CCCN2CCOCC2)c2nc3ccccc3s2)cc1
    -17% | -14% | 6.0% | -17% | -14% | -6% | 1% | 28µM* | -2%
Clc1ccc2nc(-c3ccc(Br)s3)cn2c1
    -2% | -21% | 11% | u | -14% | -16% | 23% | 2% | 10%
C[C@H]1CN([C@@H](C)CO)C(=O)Cc2cc(NC(=O)Cn3cnnn3)ccc2O[C@H]1CN(C)Cc1ccncc1
    -16% | -2% | x | 3% | -26% | 9% | -7% | -12% | 2%
O=C(Cn1c(C(F)(F)F)nc2ccccc21)Oc1cccc(C(F)(F)F)c1
    10% | 2% | 8.6% | 33% | -1% | -18% | 8% | -13%[57.1 µM] | -12%
COc1cc(C(=O)NCC(c2cccnc2)N2CCc3ccccc3C2)cc(OC)c1OC (stereo not given)
    5% | 2% | 3.8% | 2% | -19% | 0% | 3% | 21% | 3%
Cc1ccc(NC(=O)CSc2nc(=O)cc(N)n2CCc2ccccc2)cc1
    -15%&-10% | 3% | -1.3%&-2.0% | -4%&-9% | -14%&-14% | 4% | -6% | 2%&11% | -11%

Further results
Each structure is followed by: RGS4 inhibitor | Vif-A3G inh | RXFP1 ag | 12-LOX inh | USP1-UAF1 inh | Vif-A3F inh | mIDH1 inhibitor | rTrxR1 inhibitor | TrxR1 substrate
C[C@@H]1CCCCO[C@H](CN(C)Cc2ccc3c(c2)OCO3)[C@H](C)CN([C@@H](C)CO)C(=O)c2cc(NC(=O)c3ccccc3)ccc2O1
    x | -5% | x | 2% | 12% | -12% | 0% | x | x
COc1cccc(CNC(=O)c2ccc(NC(=O)N3CC(C)Sc4ccccc43)cc2)c1 (stereo not given)
    -2% | -1% | 0.2% | -21% | -26% | -2% | 2% | 11% | 3%
COc1ccc(NC(=O)Nc2ccc3oc(C)nc3c2)cc1
    -3% | -1% | -1.2% | -15% | -5% | 7% | 0% | 10%[57.1 µM] | 8%[57.1 µM]
CN(C(=O)COC(=O)c1cccc(S(=O)(=O)N(C)c2ccccc2)c1)C1CCCCC1
    8% | 0% | 0.5% | -7% | -20% | 0% | 2% | 37%[activator] | -2%
C[C@@]12C(=O)N(Cc3ccc(F)cc3)CC(=O)N1[C@H]1c3cc(Cl)ccc3OC[C@@H]1[C@@H]2c1ccccc1
    -11% | -9% | x | u | -19% | -1% | -9% | 17% | 6%[57.1 µM]
Cc1ccc(OCc2nc3ccccc3n2CC(C)C)cc1
    -22% | x | 1.2% | u | u | x | x | 2% | -5%
CCN(CC)CCn1c(SCC(=O)NCc2ccccc2)nc2c(sc3ccccc32)c1=O
    -9% | 2% | 1.7% | 0% | -21% | -25% | 0% | 16%[57.1 µM] | 11%
O=C(CSc1nc2ccccc2[nH]1)c1c[nH]c2ccccc12
    -22% | 0% | 2.1% | -10% | -3% | -13% | -8% | 14% | -4%
Cc1cc(C)c(NC(=O)C(=O)NCC(c2cccnc2)N2CCN(Cc3ccccc3)CC2)c(C)c1 (stereo not given)
    -21% | 2% | -0.1% | -26% | 22% | 0% | -10% | 10% | -7%

Whole records, looked up by structure.
Results for `Cc1ccc(OCc2nc3ccccc3n2CC(C)C)cc1` → RGS4 inhibitor = -22%; Vif-A3G inh = x; RXFP1 ag = 1.2%; 12-LOX inh = u; USP1-UAF1 inh = u; Vif-A3F inh = x; mIDH1 inhibitor = x; rTrxR1 inhibitor = 2%; TrxR1 substrate = -5%
Results for `COc1cccc(CNC(=O)c2ccc(NC(=O)N3CC(C)Sc4ccccc43)cc2)c1` (stereo not given) → RGS4 inhibitor = -2%; Vif-A3G inh = -1%; RXFP1 ag = 0.2%; 12-LOX inh = -21%; USP1-UAF1 inh = -26%; Vif-A3F inh = -2%; mIDH1 inhibitor = 2%; rTrxR1 inhibitor = 11%; TrxR1 substrate = 3%
Results for `COc1ccc(NC(=O)Nc2ccc3oc(C)nc3c2)cc1` → RGS4 inhibitor = -3%; Vif-A3G inh = -1%; RXFP1 ag = -1.2%; 12-LOX inh = -15%; USP1-UAF1 inh = -5%; Vif-A3F inh = 7%; mIDH1 inhibitor = 0%; rTrxR1 inhibitor = 10%[57.1 µM]; TrxR1 substrate = 8%[57.1 µM]
